Bioassay records deposited in PubChem by National Center for Advancing Translational Sciences (NCATS).
IMPase Li inh: cell-permeable IMPase inhibitors with lithium potentiation | CHO-M1 cells, IP1 TR-FRET (IP-One), carbachol + lithium | Potency, µM (titrated, usually from 59.4 µM), for inactives: at the highest dose activity, negative = IMPase inhibition, most hits filed as inhibitors | 210,000 tested, 0.35% active;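 further: IP1 builds up when IMPase is blocked and the TR-FRET signal falls; potency means the concentration at half of the fitted maximal effect; plate controls were basal vehicle for no effect and high inhibitor control for full effect; nearly all actives have a fitted effect of over 50% in size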
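Lithium-sensitised IP1 accumulation assay; M1-expressing CHO cells treated 30 min at 37C with compound. Competitive antibody detection by time-resolved FRET followed a 10 min room-temperature lysis step.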
NPSR antagonist: neuropeptide S receptor (human) antagonism, cAMP; Q6W5P4; CHO-NPSR cells, cAMP TR-FRET, antagonist mode; Potency, µM (highest dose often 38.3 µM), without a hit: at the top dose activity change, negative = inhibition, usual class: inhibitors; 220,000 tested, 1% active; further: potency means the concentration at half of the fitted maximal effect; on the % scale 0 is the no-effect control and ±100 the full control effect; nearly all actives have a fitted effect of over 50% in size; many of its hits are not listed in these tables
Target sequence (Q6W5P4 whole entry, looked up): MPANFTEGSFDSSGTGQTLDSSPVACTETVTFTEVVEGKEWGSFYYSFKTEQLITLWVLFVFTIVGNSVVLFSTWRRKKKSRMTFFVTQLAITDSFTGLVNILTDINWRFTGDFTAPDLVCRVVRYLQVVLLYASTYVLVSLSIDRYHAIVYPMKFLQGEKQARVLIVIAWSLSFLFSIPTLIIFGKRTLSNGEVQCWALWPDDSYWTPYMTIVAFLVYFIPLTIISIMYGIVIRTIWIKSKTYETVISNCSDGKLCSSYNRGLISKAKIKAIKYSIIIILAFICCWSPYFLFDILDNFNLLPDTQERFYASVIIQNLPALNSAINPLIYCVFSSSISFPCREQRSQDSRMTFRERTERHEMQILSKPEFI
CBFb RUNX1 block: blocks binding between human CBF-beta and RUNX1 | Q01196+Q13951 | AlphaScreen CBFb-His/RUNX1-biotin binding, biochemical | Potency, µM (top dose mostly 59.8 µM), without a hit: top-dose activity, negative = inhibition, most hits filed as inhibitors | 230,000 tested, under 10 active | AID 1477; further: % of control where 0% means no effect
Target sequence (Q01196 whole entry, looked up): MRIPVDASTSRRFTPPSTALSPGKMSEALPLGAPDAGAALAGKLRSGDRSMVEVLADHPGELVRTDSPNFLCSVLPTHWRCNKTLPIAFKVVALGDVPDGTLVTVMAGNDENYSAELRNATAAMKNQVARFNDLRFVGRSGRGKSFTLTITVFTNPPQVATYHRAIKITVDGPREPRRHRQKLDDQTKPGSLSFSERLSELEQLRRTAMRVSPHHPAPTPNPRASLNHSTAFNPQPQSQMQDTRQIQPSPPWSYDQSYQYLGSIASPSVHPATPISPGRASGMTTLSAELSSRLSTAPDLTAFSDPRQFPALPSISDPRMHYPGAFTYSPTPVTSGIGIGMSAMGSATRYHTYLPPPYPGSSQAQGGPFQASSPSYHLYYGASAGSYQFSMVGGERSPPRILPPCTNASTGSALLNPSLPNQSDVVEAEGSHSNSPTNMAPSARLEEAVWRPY
Target sequence (Q13951 whole entry, looked up): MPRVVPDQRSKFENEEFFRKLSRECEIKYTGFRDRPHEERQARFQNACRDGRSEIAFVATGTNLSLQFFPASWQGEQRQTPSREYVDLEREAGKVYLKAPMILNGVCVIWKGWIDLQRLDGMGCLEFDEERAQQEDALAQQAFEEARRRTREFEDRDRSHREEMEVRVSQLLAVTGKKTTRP
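Read-out: AlphaScreen. Format: His-CBF-beta with biotinylated RUNX1 (30 nM each) preincubated 20 min, compound 15 min, Ni-chelate plus streptavidin beads 90 min; room temperature throughout.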
Epigenetic reg: regulators of epigenetic silencing causing reporter derepression in mouse cells; murine LDR cells, GFP reporter derepression, 30 h; Potency, µM (highest dose often 53.9 µM), without a hit: top-dose GFP activation, actives largely listed as activators; 280,000 tested, 0.2% active; AID 1865; further: potency means the concentration at half of the fitted maximal effect; % of control where 0% means no effect; nearly all actives have a fitted effect of over 60% in size
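In this reporter-derepression format, murine cells bearing a silenced integrated CMV-GFP locus incubate with test compound (30 h, 37 C), then are washed and imaged; fluorescent objects of 20–120 um count as induced cells.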
Lamin A splicing: modulators of lamin A splicing; HeLa LMNA splicing GFP/RFP minigene ratio, 48 h; Potency, µM (top dose mostly 46.1 µM), for the others: top-dose ratio change, negative = inhibition, actives largely listed as inhibitors; 200,000 tested, 0.01% active; AID 1487; active means well fitted inhibition curve with a large enough effect in the signal ratio, with a control signal flat, not every such curve was filed as active; inconclusive means small, poorly fitted or top-dose-only effect, or effect the other way, or a change in a side signal; the % refers to the signal ratio; further: potency means the concentration at half of the fitted maximal effect; on the % scale 0 is the no-effect control and ±100 the full control effect
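S3 HeLa cells stably expressing lamin A-EGFP splicing minigene plus DsRed2, 600 cells/well, 48 h compound exposure at 37C. Laser-scanning cytometry; analysed as GFP (500-530 nm)/RFP (575-640 nm) total intensity ratio; 0.5% DMSO vehicle.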
KinaseGlo FLuc: counter-screen: inhibitors of Kinase-Glo firefly luciferase. Kinase-Glo luciferase, ATP luminescence, 8 min. 200,000 tested, 0.28% active. AID 1379. Potency, µM (doses to about 38.3 µM), for inactives: at the top dose activity change, negative = inhibition, actives largely listed as inhibitors; further: potency means the concentration at half of the fitted maximal effect; on the % scale 0 is the no-effect control and ±100 the full control effect; nearly all actives have a fitted effect of over 60% in size
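Compound is pinned into ATP-containing buffer (10 uM ATP, imidazole pH 7.2, 7 mM MgCl2). Kinase-Glo luciferase reagent is then added. Light output is recorded following an 8-min room-temperature incubation.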
HTT aggregate: mutant huntingtin aggregation inhibition; PC12 HttQ103-GFP aggregates, Acumen cytometry, 40 h; Potency, µM (top dose mostly 46.1 µM), for inactives: at the highest dose activity change, negative = inhibition, hits mostly inhibitors; 220,000 tested, 1.1% active; AID 1688; further: potency means the concentration at half of the fitted maximal effect; on the % scale 0 is the no-effect control and ±100 the full control effect; nearly all actives have a fitted effect of over 60% in size
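Huntingtin Q103 exon 1–GFP aggregates in induced PC12 cells (100 nM tebufenozide) were quantified by cytometry from lysates, with compounds dosed in titration.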
The depositor's hits bear a star; ? = inconclusive; / = no result given; & = joins results of further samples; [ ] = remark or other dose. Unless noted, the call rests on the fitted dose curve; in most records, active means well fitted curve in the direction sought with a large enough effect; inconclusive means small, poorly fitted or top-dose-only effect, or another doubt; inactive means no such curve, though single readings can be large; an effect the other way counts as inactive or inconclusive.

Results follow in this order: IMPase Li inh, NPSR antagonist, CBFb RUNX1 block, Epigenetic reg, Lamin A splicing, KinaseGlo FLuc, HTT aggregate
c1csc(CN2CCOCC2)c1
    27%[38.3 µM], -5%[46.1 µM], 6%, 0.9%, -2%, 17%, ?
CC(C)(C(N)=O)N1CCN(c2ncc(C(F)(F)F)cc2Cl)CC1
    -9%[38.3 µM], -4%[46.1 µM], -1%, -3.2%, ?, 1%, 7%[9.22 µM]
COc1ccc(C2=CC3=C(Br)C(=O)C(C)(OC(=O)c4ccco4)C(=O)C3=CO2)cc1 (configuration not stated)
    12%, 7%, -19%&-18%, 1.1%&-0.2%, /, -1%, 21%[9.22 µM]
CC1=C(C#N)C(=O)NC(C)(C)C1
    18%[38.3 µM], -11%[46.1 µM], 6%, 0.0%, -5%, 1%, 15%
C=CCOc1ccc(C2N3CC4(C)CN2CC(CCC)(C3)C4=O)cc1 (configuration not stated)
    5%[38.3 µM], -11%[46.1 µM], 6%, 1.3%, 16%, -6%, 10%
COc1ccc(OC)c(NC(=O)Cn2c(CCC(=O)O)ccc2-c2ccc(C)cc2)c1
    1%, -20%, -10%, -2.0%, 11%[46 µM], 0%, 1%
O=C(Cc1ccccc1)Nc1ccccc1N1CCN(c2ccccc2)CC1
    39%[activator][38.3 µM], ?, -6%, 1.2%, ?, 1%, ?
CC1Cc2ccccc2N1CC(=O)NCc1ccccc1Cl (configuration not stated)
    9%, -22%, -6%, -3.8%, 0%, -1%, -6%
O=C(Oc1ccc(C(=S)N2CCCCC2)cc1)c1ccccc1
    8%, -28%, 5%, 0.0%, 5%[46 µM], -1%, -14%[9.22 µM]
O=C(COc1ccccc1)N1CCN=C1SCc1cccnc1
    -13%[38.3 µM], ?, 3%, 1.1%, 7%, 0%, 14%
CCOC(=O)Cn1cc(C(=O)OC)c2ccccc21
    5%[38.3 µM], -4%[7.67 µM], 5%, -1.2%, ?, 2%, -11%
Cc1c(Cl)c(C(=O)N2CCCC2)nn1C
    -2%, 3%, 16%, 12%, -3%, -1%, 17%
O=C(/C=C/c1ccc(Cl)cc1)NCCN1CCOCC1
    1%[38.3 µM], 4%[46.1 µM], -1%, 0.0%, -3%, -2%, -7%
CN(Cc1cn(C)nc1-c1ccc(Oc2ccccc2)cc1)CC1COCCO1 (configuration not stated)
    3%, -9%, 8%, -3.1%, /, 4%, -6%
COc1ccccc1NC(c1cccnc1)c1ccc2cccnc2c1O (configuration not stated)
    12%, -17%, /, 0.0%, ?, 2%, ?
c1ccc2[nH]c(CSc3nc4ccccc4o3)nc2c1
    17%, 10%[46.1 µM], -7%, -0.9%, ?, 9%, ?
CCOC(=S)N/C(=N\S(=O)(=O)c1ccc(C)cc1)c1ccccc1
    1%, -9%[46.1 µM], 5%, -9.6%, -4%, 1%, 0%
CCn1c(SCc2ccccc2Cl)nc2ccccc21
    11%[38.3 µM], -29%[46.1 µM], 23%, -2.3%, 13%, 0%, ?
Cc1nc(N2CCN(C(=O)c3ccco3)CC2)c2oc3ccccc3c2n1
    26%[38.3 µM], -23%[46.1 µM], -3%, -5.2%, ?, 2%, -15%
CNC(=O)CSc1nnnn1-c1cc(C)ccc1C
    0%, 4%[46.1 µM], 4%, -0.8%, -14%, 4%, -5%
O=S(=O)(Nc1nccs1)c1ccc(Cl)cc1
    13%[38.3 µM], -5%[46.1 µM], 0%, 8.6%, ?, -4%, 14%
Cc1cc(OCC(=O)N2CCOCC2)cc2oc(=O)c3ccccc3c12
    7%, 4%, 16%, -1.0%, -17%, 4%, 3%
Cc1ccc(-n2cnc3cc(NCc4cccs4)ccc32)cc1
    22%[38.3 µM], -19%[46.1 µM], -14%, 0.0%, ?, -2%, ?
Cn1cnnc1SCc1ccc(C(=O)N/N=C/c2cccs2)cc1
    -1%, -9%, 4%, -1.3%, /, -2%, -10%
COc1ccc2cc(C(c3nnnn3Cc3ccccc3)N3CCCCCC3)c(=O)[nH]c2c1 (configuration not stated)
    -1%[38.3 µM], ?, 6%, 0.7%, 13%, -1%, 24%
O=C(NCC1CCCO1)c1ccc(NS(=O)(=O)c2cccc([N+](=O)[O-])c2)cc1 (configuration not stated)
    2%, -5%, 7%, -0.4%, 12%[46 µM], 1%, 6%
OCCCCNCc1ccc(OCc2ccc(Cl)cc2Cl)cc1
    23%[38.3 µM], ?, 5%, 3.2%, ?, -6%, -10%
O=C(CNC(=O)c1ccc(Br)o1)NCc1ccc2c(c1)OCO2
    -16%[38.3 µM], 18%[46.1 µM], 4%, 5.1%, 8%, -4%, 12%
N=c1sccn1CC(=O)NCCc1ccc(Cl)cc1Cl
    30%[38.3 µM], -2%[46.1 µM], 7%, -1.1%, -5%, 19%, ?
O=C(Nc1nc(-c2cccs2)cs1)c1cccc(S(=O)(=O)N2CCCCCC2)c1
    24%[38.3 µM], 10µM*, -1%, -1.0%, ?, -1%, ?
CCOC(=O)c1c(NC(=S)NC(=O)c2ccco2)sc2c1CCCC2
    -5%[38.3 µM], 0%[46.1 µM], -1%, -1.1%, 1%, -8%, 14%
C=CCSc1ncnc2c1oc1nc3c(cc12)COC(C)(C)C3
    /, 18%, 1%, 0.4%, /, /, -6%[9.22 µM]
Cn1c(=O)c2c(nc(CN3CCN(C(=O)c4ccco4)CC3)n2Cc2ccc(Cl)cc2)n(C)c1=O
    9%[38.3 µM], -20%[46.1 µM], 1%, -0.9%, 11%, 11%, 15%
CSc1nc2ccc(Nc3nc(N4CCOCC4)nc(N4CCOCC4)n3)cc2s1
    38%[activator][38.3 µM], ?, 3%, 0.0%, ?, 0%, 7%
CCCCN(C)C(=O)CCCCn1c(=O)[nH]c2cc(OCC)c(OCC)cc2c1=O
    -1%[38.3 µM], -3%[46.1 µM], -2%, -1.1%, ?, -4%, -1%
Cc1nnc(NC(=O)c2ccc(S(=O)(=O)N3CCCCCC3)cc2)o1
    -13%[38.3 µM], 0%[46.1 µM], -25%, -1.9%, ?, -3%, -22%
C=CSc1sc(Cl)c(N(C)C)c1[N+](=O)[O-]
    18%, -1%, -8%, 2.3%, -9%[46 µM], -1%, ?
COc1ccc(CNCCc2ccccc2)cc1OCC(N)=O
    11%[38.3 µM], 5%[46.1 µM], -1%, -1.1%, 6%, -1%, ?
COc1ccc(C(=O)NC(=S)NNC(=O)c2c(-c3ccccc3)noc2C)cc1
    6%, -9%, ?, 1.0%, ?, 1%, ?
CCC(Sc1ncnc2sc(C)c(C)c12)C(=O)OC (configuration not stated)
    -12%[38.3 µM], -3%[46.1 µM], 3%, 0.8%, -8%, -2%, 21%
CCOC(=O)COc1ccc2ccccc2c1/C=C/[N+](=O)[O-]
    17%, ?, -7%, ?, ?, 8%, 5%
Cc1ccc(Cn2cc(S(=O)(=O)c3ccc(Cl)cc3)c(=O)c3cc(F)ccc32)cc1
    -5%, -26%, -1%, 3.9%, -18%, 3%, -2%
CNC(=S)N/N=C/c1ccc(OCC(=O)Nc2c(C)cc(C)cc2C)c(OC)c1
    1%, 8%, 3%, 3.0%, -5%, 2%, 15%
S=c1[nH]nc(COc2ccccc2)n1-c1ccccc1
    -5%, -14%, 3%, 0.1%, /, 0%, -31%
CC(C)=CC(=O)Nc1nnc(C)s1
    1%, 6%, 1%, -1.0%, 0%, -1%, 25%
O=C(O)CSCC(=O)NCc1cccc(C(F)(F)F)c1
    2%, 5%, 3%, -1.3%, -10%[1.84 µM], 1%, -11%[9.22 µM]
Cc1cccc(N(CC(O)CN(C)C)S(=O)(=O)c2ccccc2)c1 (configuration not stated)
    13%[38.3 µM], -3%[46.1 µM], 0%, 0.0%, 1%, 2%, -2%
CN(Cc1ccccc1)CC(O)COc1ccc(CNCCc2ccncc2)cc1 (configuration not stated)
    21%, -17%, 8%, -1.0%, ?, 0%, -7%[9.22 µM]
CN(C)S(=O)(=O)c1ccc(S(=O)(=O)N(CC(=O)Nc2ccccc2)Cc2ccco2)cc1
    -12%[38.3 µM], -20%[46.1 µM], 0%, 5.1%, 4%, -1%, 0%
O=C(O)c1ccccc1-n1ncc2c1/C(=C/c1ccc(Cl)cc1)CC2
    /, 30%, -12%, 3.0%, /, /, 22%[9.22 µM]
CC(C)C(C)(C#N)NC(=O)CSc1ncnc2sc(-c3ccccc3)cc12 (configuration not stated)
    30%[38.3 µM], -24%[46.1 µM], 3%, 4.8%, ?, -1%, -21%
Cc1cc(NC(=S)Nc2ccccc2)ccc1Br
    -5%[38.3 µM], -1%[46.1 µM], -4%, 0.0%, 4%, -5%, 7%
Cc1cccc(C)c1NS(=O)(=O)c1ccc2c(c1)NC(=O)CO2
    -5%, 8%, 4%, -2.2%, /, 10%, 14%
CC(C)CNC(=O)NC(=O)COC(=O)COc1ccc(Cl)cc1Cl
    /, -9%, 15%, 1.1%, /, /, 26%[9.22 µM]
CSc1nnc(C)c(=O)n1COC(=O)/C=C/c1ccc2c(c1)OCO2
    1%, 16%, 5%, -3.1%, ?, -3%, -14%
COc1cccc(CN2C(=O)N(C(C)C)C(N(O)C(=O)NC(C)C)C2(C)C)c1OC (configuration not stated)
    -3%[38.3 µM], -5%[46.1 µM], 6%, 4.7%, 8%, 0%, ?
COc1ccc(CCNC(=S)NC2CCN(Cc3ccccc3)CC2)cc1OC
    -4%, -12%, -3%, 3.0%, /, -2%, 13%
CCCCN(C(=O)CSc1nnc2ccccn12)c1c(N)n(Cc2ccccc2)c(=O)[nH]c1=O
    -5%, 21%, 8%, -3.8%, 6%, 7%, 1%
CC(=O)c1c(N2CCOCC2)nc(=S)n(-c2ccccc2)c1C
    34%[38.3 µM], 5%[46.1 µM], 6%, -0.1%, -3%, -1%, -8%
c1ccc([C@H]2CN3CCSC3=N2)cc1
    8%, 5%[46.1 µM], 12%, -0.1%, ?, -4%, /

Arranged by length of the SMILES (descending): three of the compounds above
Results follow in this order: IMPase Li inh, NPSR antagonist, CBFb RUNX1 block, Epigenetic reg, Lamin A splicing, KinaseGlo FLuc, HTT aggregate
Cc1nnc(NC(=O)c2ccc(S(=O)(=O)N3CCCCCC3)cc2)o1
    -13%[38.3 µM], 0%[46.1 µM], -25%, -1.9%, ?, -3%, -22%
Cc1cccc(C)c1NS(=O)(=O)c1ccc2c(c1)NC(=O)CO2
    -5%, 8%, 4%, -2.2%, /, 10%, 14%
CC(C)CNC(=O)NC(=O)COC(=O)COc1ccc(Cl)cc1Cl
    /, -9%, 15%, 1.1%, /, /, 26%[9.22 µM]

A portion of the library, so the mix of outcomes need not match the whole.
